CHO-K1 Ca ag: nonselective activator or artifact in parental CHO-K1 cells; activation, % at 3 µM; Fluo-8 calcium fluorescence; scaled to maximal ATP response, vehicle zero; 360,000 compounds, 0.48% hits; in the data active = activation above about 15%;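 note: untransfected CHO-K1 host cells lacking M1 receptor as counterscreen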
CHO parental Ca: signal in parental CHO cells, OX1R antagonist counter-screen. parental CHO-K1, ATP-induced calcium, Fluo-8 fluorescence. 330,000 compounds, 0.63% hits. inhibition, % at 5.6 µM. AID 463079;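 active = inhibition above that plate's mean sample inhibition plus 3 SD, cut at about 26% in these data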;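 note: 0% = ATP-challenged DMSO wells and 100% = DMSO wells without ATP; some compounds past the cut are filed as inactive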
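Test system: untransfected parental CHO cell line; also added: ATP stimulus; dosing: 5.6 µM, single dose; signal: calcium-sensitive Fluo-8 fluorescence; measure: percent inhibition of ATP-evoked calcium rise, normalized to controls; benchmarks: low control ATP plus DMSO, high control DMSO only; replication: one well per compound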
GPR7 antagonist: blocks human GPR7 receptor signaling. GPR7-expressing cells, fluorescence antagonist assay. inhibition, % at 4.4 µM. 290,000 compounds, 1.1% hits. AID 1861; in the data active = inhibition above about 16%, passing the limit was not always enough;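 note: cells stimulated with the agonist NPW; 0% = agonist with vehicle and 100% = vehicle without agonist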
OXTR potentiator: potentiates the human oxytocin receptor response | P30559 | CHO-OTR cells, Fluo-8 calcium fluorescence, potentiator mode; 0% = oxytocin EC15, 100% = EC100 | activation, % at 3 µM | 320,000 compounds, 0.061% hits | AID 2445;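 active = activation above that plate's cutoff, the mean activation of tested compounds plus 3 SD, cut at about 6.6% in these data, passing the limit was not always enough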;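 note: 100% uses oxytocin at 75 nM as the full agonist control; some results filed as inactive read as strong as hits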
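Assay system: CHO-OTR cells, human receptor / Also added: oxytocin at about EC15, sub-maximal agonist stimulus / Dosing: single dose, 3.0 µM nominal final compound concentration / Incubation: 6 min pre-incubation, 100 s read / Technique: Fluo-8 calcium dye fluorescence / Read-out: % activation vs EC15 and EC100 oxytocin / Benchmarks: EC15 oxytocin low, 75 nM oxytocin high / Replicates: singlicate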
TAAR1 antag: antagonists of human TAAR1. CHO RD-HGA16 TAAR1, Fluo-8 calcium fluorescence, antagonist. inhibition, % at 3 µM. 360,000 compounds, 1.5% hits. AID 624466;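 active = inhibition above a per-plate cutoff, the mean inhibition of test compounds on that plate plus 3 SD, cut at about 49% in these data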;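 note: 0% = DMSO plus EC80 beta-PEA response and 100% = DMSO alone without agonist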
Target sequence (Q96RJ0 whole entry, looked up): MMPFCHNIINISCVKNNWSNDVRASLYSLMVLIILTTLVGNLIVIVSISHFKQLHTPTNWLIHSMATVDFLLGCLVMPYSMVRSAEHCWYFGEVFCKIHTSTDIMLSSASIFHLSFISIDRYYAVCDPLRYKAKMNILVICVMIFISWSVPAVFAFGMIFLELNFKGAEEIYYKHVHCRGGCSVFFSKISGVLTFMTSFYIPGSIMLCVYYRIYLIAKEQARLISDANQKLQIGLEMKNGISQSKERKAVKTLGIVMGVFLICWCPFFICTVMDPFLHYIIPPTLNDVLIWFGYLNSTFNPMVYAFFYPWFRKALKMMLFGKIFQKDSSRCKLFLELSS
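System: CHO RD-HGA16 cells bearing hTAAR1. Reagent: EC80 β-phenethylamine stimulus. Schedule: seeding 17-24 h prior, 75-min 37 °C, 30-min RT dye loading. Signal: Fluo-8 intracellular calcium dye fluorescence, real-time kinetic reads. Read-out: % inhibition from peak post-agonist over basal fluorescence ratio. Benchmarks: vehicle wells and EC80 agonist wells. Replicates: n of 1.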
V1aR counter: V1a receptor agonism, counter-screen for OXTR agonists | P37288 | 320,000 compounds, 0.25% hits | CHO-V1R cells, Fluo-8 calcium fluorescence, agonist mode; 0% DMSO, 100% 3 nM vasopressin | activation, % at 3 µM | AID 2797;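 active = activation above the mean activation of all tested compounds plus 3 SD, per screening run, cut at about 20% in these data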;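 note: signal is peak over basal fluorescence ratio across a 100 second FLIPR read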
Target sequence (P37288 whole entry, looked up): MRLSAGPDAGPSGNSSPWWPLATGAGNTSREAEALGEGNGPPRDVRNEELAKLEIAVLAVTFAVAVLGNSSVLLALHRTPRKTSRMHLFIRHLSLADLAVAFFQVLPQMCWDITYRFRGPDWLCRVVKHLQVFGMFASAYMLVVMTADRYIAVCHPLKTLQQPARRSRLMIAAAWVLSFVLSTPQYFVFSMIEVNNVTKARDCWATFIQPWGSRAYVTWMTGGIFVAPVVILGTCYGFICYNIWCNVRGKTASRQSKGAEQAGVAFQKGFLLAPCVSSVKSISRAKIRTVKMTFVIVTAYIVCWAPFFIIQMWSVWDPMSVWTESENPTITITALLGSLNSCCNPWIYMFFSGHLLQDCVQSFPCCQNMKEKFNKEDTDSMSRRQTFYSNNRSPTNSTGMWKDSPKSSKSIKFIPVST
OXTR agonist: activates the human oxytocin receptor; 320,000 compounds, 0.32% hits; CHO-OTR cells, Fluo-8 calcium fluorescence; normalized: DMSO 0%, oxytocin 100%; AID 2435; activation, % at 3 µM; P30559;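 active = activation above the mean of all tested compounds plus 3 SD, cutoff set per screening run, cut at about 20% in these data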;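 note: peak over basal fluorescence ratio from a 100 s FLIPR kinetic read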
CHO-K1 Ca antag: counter-screen for M1 antagonists: effect in parental CHO-K1 cells. ATP-induced calcium, Fluo-8 fluorescence. inhibition, % at 3 µM. 360,000 compounds, 0.6% hits;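 active = inhibition above a per-plate cutoff, the plate's mean sample inhibition plus 3 SD, cut at about 24% in these data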;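 note: 0% = DMSO plus EC80 ATP and 100% = DMSO alone without ATP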
CHO-K1 Ca PAM: counter-screen for M1 PAMs: effect in parental CHO-K1 cells; activation, % at 3 µM; 360,000 compounds, 0.02% hits; ATP EC20, Fluo-8 calcium fluorescence; 0% at ATP EC20, 100% at ATP max;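 active = activation above the run cutoff, the mean activation of all test compounds plus 3 SD, cut at about 40% in these data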;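 note: peak over basal fluorescence ratio in a 140 s read after ATP addition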
An asterisk follows results filed as active; . = not tested or not shown.

Every second line gives: GPR7 antagonist | OXTR potentiator | CHO-K1 Ca PAM | OXTR agonist | CHO parental Ca | TAAR1 antag | CHO-K1 Ca ag | V1aR counter | CHO-K1 Ca antag
- COc1cc(CNn2cn[nH]c2=S)cc(Cl)c1OCc1ccc(F)cc1
→ 10 | -10 | 26 | 11 | -3 | 14 | 3.6 | 1.4 | -6
- O=C(NNC(=O)c1cccc2ccccc12)c1ccco1
→ -9 | -10 | 1 | 2.5 | 2 | 7 | 0.3 | -0.4 | -8
- Cc1noc(C)c1COC(=O)c1cccnc1Cl
→ -6 | 3 | 11 | 1.1 | 6 | -5 | 0.7 | 1.1 | -11
- Cc1csc(NC(=O)CSc2nnc(-c3ccoc3C)n2Cc2ccco2)n1
→ -10 | -5 | 12 | 0.8 | -11 | 5 | 0.8 | 1.0 | -2
- COc1cccc(Cn2cccc(NC(=O)Nc3ccccc3C)c2=O)c1
→ -3 | -9 | 1 | 1.1 | -18 | 21 | 3.1 | 2.4 | -13
- CC(=O)Cc1c(C(=O)O)c(C)nn1-c1ccccc1
→ -3 | -5 | -15 | 0.4 | 1 | 13 | -0.5 | 0.0 | 26*
- CCCC[n+]1ccn(-c2nc3ccccc3nc2[N-]S(=O)(=O)c2ccccc2)c1
→ 3 | -1 | 21 | 0.8 | -10 | 2 | 0.1 | 1.1 | -8
- Cc1ccc2nc(Cl)c3cc(C(=O)N(CCN(C)C)Cc4ccco4)sc3c2c1
→ -3 | -3 | 9 | 3.0 | -21 | 0 | 0.5 | 3.2 | -7
- OCc1ccc(-c2ccccc2)c(-c2ccccc2)c1
→ . | -1 | -8 | -0.4 | -6 | -45 | -0.1 | -0.3 | -4
- CCCc1ccc2oc(C(=O)N3CCNC(=O)C3CC(=O)OC)c(C)c2c1 (stereo not drawn)
→ -20 | -8 | 12 | -0.3 | -8 | -26 | 0.6 | 0.6 | 0
- O=C(Nc1cc(C(F)(F)F)ccc1N1CCOCC1)C1Cc2ccccc2CN1C(=O)c1ccco1 (stereo not drawn)
→ 40* | 3 | 1 | -1.1 | -18 | 7 | -0.2 | -1.0 | 6
- CNC(=S)Nc1cc(C(F)(F)F)ccc1Cl
→ -3 | -9 | 17 | 0.9 | -4 | -14 | 1.8 | 4.5 | -6
- CCOCCCn1c(NN)nc2ccccc2c1=O
→ -21 | -15 | 7 | -0.1 | -4 | 20 | -0.3 | -1.2 | -8
- CN(CC(=O)Nc1ccc(F)c(F)c1)S(=O)(=O)c1cccs1
→ -10 | -4 | 7 | 4.0 | 3 | -8 | 2.6 | 5.1 | -10
- CCn1cc(CNC(=O)C2C3CCC(C3)C2C(=O)O)cn1 (stereo not drawn)
→ 2 | -17 | 9 | 0.0 | 9 | -6 | -0.1 | -0.4 | -2
- COc1ccc(S(=O)(=O)Nc2nnc(C(C)(C)C)s2)cc1
→ -6 | -4 | 10 | 0.2 | -12 | -2 | 0.2 | 0.6 | -18
- CCCn1nc(C(=O)NCC(C)(C)N2CCOCC2)c2ccccc2c1=O
→ 7 | 5 | 4 | 0.1 | -14 | -1 | -0.2 | -0.1 | -10
- NC(=O)c1ccccc1NC(=O)c1ccoc1
→ -3 | -11 | 9 | -0.6 | -7 | -17 | 0.8 | -0.2 | -8
- O=C(CCn1c(=S)[nH]c2cc3c(cc2c1=O)OCO3)NCc1ccccc1Cl
→ 7 | -8 | 18 | -0.5 | -10 | 17 | 1.7 | 0.5 | -21
- O=C(CCc1ccccc1)n1nc(-c2ccccc2)nc1NCc1ccco1
→ -8 | -3 | 16 | -0.2 | -6 | -8 | -0.5 | -0.3 | -6
- CCN(CC(=O)Nc1ccccc1C(F)(F)F)C(=O)CCc1nc2ccccc2c(=O)[nH]1
→ -7 | -4 | -19 | -0.9 | -9 | -8 | 0.5 | 0.5 | 2
- Cc1cccc(C(=O)NC(=S)Nc2ccc(S(=O)(=O)N3CCCCC3)cc2)c1
→ -5 | -3 | 1 | -0.9 | 0 | 16 | 0.2 | -0.4 | -3
- Nc1ccc(Cc2nc3c(ccc4ccccc43)[nH]2)cc1
→ 3 | -5 | 9 | 3.3 | -11 | -10 | 4.1 | 1.1 | -13
- Cc1ccc(SCC(=O)O/N=C(\N)c2cccc([N+](=O)[O-])c2)cc1
→ -8 | 5 | 15 | -1.0 | -7 | 8 | 0.7 | 0.4 | -28
- CCOc1ccc2nc(NC(=O)CSc3ccc(Cl)cc3)sc2c1
→ -17 | -9 | 0 | -1.2 | -21 | 2 | 0.0 | -0.8 | -10
- N#CC(C#N)=NNc1ccc(S(=O)(=O)N2CCCC2)cc1
→ -6 | -6 | -11 | -1.0 | 5 | -19 | 1.3 | 3.3 | 9
- CC(=O)C(C)n1c(CN(C)Cc2ccccc2)nc2c1c(=O)n(C)c(=O)n2C (stereo not drawn)
→ -1 | -7 | 26 | 0.0 | -7 | -4 | 0.8 | 0.1 | -11
- O=C1c2ccc3c4c(ccc(c24)C(=O)N1c1ccc2ccccc2c1)CC3
→ -4 | -4 | 13 | -1.0 | -19 | -4 | 0.2 | 1.2 | -18
- Cc1ccc(NC(=O)CCCNC(=O)c2ccc(Cl)cc2)c(Br)c1
→ 27 | -11 | 15 | -1.0 | -25 | -19 | 0.5 | 1.1 | -10
- COc1ccc(/C=C/C(=O)OCC(=O)c2cc(C)ccc2C)cc1
→ . | . | 21 | . | . | -5 | 1.1 | . | -9
- COc1ccc(N2CCN(C(=O)/C(C#N)=C/c3ccccc3)CC2)cc1
→ -5 | -6 | 22 | 2.5 | -8 | -7 | 10 | 3.9 | -12
- Cc1csc(NC(=O)C(NC(=O)c2ccccc2F)C(C)C)n1 (stereo not drawn)
→ -6 | -6 | -3 | 0.2 | -15 | -14 | 0.0 | -0.6 | 2
- C[C@H](CO)N1C[C@H](C)[C@@H](CN(C)Cc2ccncc2)Oc2c(NC(=O)CCC(F)(F)F)cccc2C1=O
→ . | -7 | 13 | -0.5 | -7 | -16 | -0.1 | 0.0 | -11
- O=C(CSc1nc2ccccc2c(=O)n1-c1ccc(F)cc1)Nc1ccc(N2CCOCC2)cc1
→ -7 | 2 | 21 | -0.4 | -6 | -5 | 0.5 | -0.2 | -4
- CCOc1ccc(NC(=O)CCC(=O)NNC(=O)c2ccccc2Cl)cc1
→ -7 | . | 4 | . | . | -15 | 0.4 | . | -8
- Cc1cccc(S(=O)(=O)N(C)C[C@@H]2OCc3cn(nn3)CCCC(=O)N([C@H](C)CO)C[C@H]2C)c1
→ . | . | 13 | . | . | -3 | 0.5 | . | -11
- COCC(C)NC(=S)NC(=O)c1cc(S(=O)(=O)N2CCOCC2)ccc1C (stereo not drawn)
→ -16 | -1 | 22 | -0.6 | -11 | -5 | 2.4 | 1.6 | -1
- CCOC(=O)c1c(C)[nH]c(C(=O)OCC(=O)N(CC(C)C)C2CCS(=O)(=O)C2)c1C (stereo not drawn)
→ . | -2 | 2 | 1.1 | -11 | -6 | 0.1 | 0.5 | -3
- O=C1C(=O)N(Cc2ccccc2)C(=O)N1CCN1C(=O)c2ccccc2C1=O
→ 19* | -9 | 9 | 0.0 | -21 | -1 | 1.5 | 0.2 | -12
- Cc1nc(Cc2nnc(SC(C)C(=O)Nc3ccccc3)o2)cs1 (stereo not drawn)
→ . | . | 9 | . | . | -4 | 0.1 | . | -11
- COc1ccc(NC(=S)N/N=C/c2ccc(F)c(F)c2)cc1
→ -7 | -3 | 27 | -0.6 | -14 | -13 | 2.0 | -0.2 | -22
- COc1ccc(Nc2cc(C)nc3ncnn23)cc1
→ . | . | 16 | . | . | 0 | 0.0 | . | -4
- O=C(COC(=O)/C=C/c1cccs1)Nc1ccc2ccccc2c1
→ -5 | 0 | 3 | -1.3 | 0 | -8 | 0.1 | 6.1 | -10
- C=CCN(C(=O)CCC(=O)O)C1CC(=O)N(c2ccc(OCCC)cc2)C1=O (stereo not drawn)
→ 3 | -13 | 22 | -0.9 | -19 | 0 | 0.7 | 0.7 | -12
- Cn1ccnc1C(O)(c1ccccc1)c1ccccc1
→ -6 | 0 | 22 | 0.7 | -4 | -31 | 1.7 | 0.6 | -13
- COc1cc(CNc2nc(C)c([N+](=O)[O-])c(C)c2C#N)cc(OC)c1OC
→ -4 | -7 | -12 | 4.5 | -14 | 29 | 9.7 | 6.0 | 8
- COc1ccc(C)cc1Nc1cc(C)nc2nc(C)nn12
→ 6 | -3 | 21 | -1.9 | -5 | -28 | -0.5 | -1.1 | -2
- O=C(NCc1ccccc1)C1c2ccccc2OCC(=O)N1CCCN1CCOCC1 (stereo not drawn)
→ . | . | 16 | . | . | -17 | 1.5 | . | -21
- COc1ccc(S(=O)(=O)Nc2ccc(-c3ccc4nnc(C)n4n3)cc2)c(OC)c1
→ . | -6 | -2 | 3.5 | -9 | -21 | 2.8 | 2.6 | 1
- COc1ccccc1NS(=O)(=O)c1cc(Cl)ccc1OC
→ 12 | -11 | 14 | 1.1 | -10 | 20 | 0.6 | 4.1 | -8
- Cc1ccc(S(=O)(=O)c2nc(S(C)(=O)=O)sc2N2CCC3(CC2)OCCO3)cc1
→ -10 | 2 | 9 | -0.1 | -8 | -2 | 1.6 | 1.7 | -13
- CSc1ccc(C(=O)C2CCCN(Cc3cccc4nccnc34)C2)cc1 (stereo not drawn)
→ 1 | 1 | 19 | 2.5 | -20 | -26 | 2.1 | 2.3 | -20
- Cc1csc(NC(=O)c2ccccc2[N+](=O)[O-])n1
→ -1 | -2 | -2 | -1.0 | -4 | 13 | 0.0 | -0.3 | 6
- Cc1cc(C(=O)CSc2nc(N)cc(=O)[nH]2)c(C)n1-c1ccc(OC(F)F)cc1
→ -4 | -4 | 11 | -1.1 | 38* | -3 | 1.8 | 1.3 | 4
- CC(=O)c1ccc(OCC(O)CN2C(C)CCCC2C)cc1 (stereo not drawn)
→ -2 | 0 | 0 | 1.2 | -4 | -21 | -0.5 | 0.4 | 14
- COc1ccc(CNC(=O)C2CCCN(C(=O)Nc3ccccc3OC)C2)cc1 (stereo not drawn)
→ 0 | -3 | 12 | 0.1 | -7 | -9 | 0.2 | -0.7 | -20
- NNc1nnc2c3cc(F)ccc3n(Cc3ccccc3)c2n1
→ -9 | 0 | 12 | -1.9 | -28 | -3 | 0.3 | -2.2 | -8
